DDE Tn7 FP inh: inhibitors of Tn7 peptide binding to human fibrin DD(E); FP displacement of FITC-Tn7 peptide from fibrin DD(E); 0% = median of compound wells per plate; P02675; inhibition, % at 8.3 µM; AID 720508; 370,000 compounds, 0.13% hits;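 active = inhibition above the mean of compounds falling within the control limits plus 3 SD of them, cut at about 14% in these data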;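 also: 0% = plate median of compound wells and 100% = 10 µM Aha-Tn7 peptide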
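Assay system: Human fibrin DD(E) protein | Medium: Tris buffer with calcium and detergent, pH 7.8 | Reagent: 0.1 µM fluorescent Tn7 | Compound dosing: Single point at 8.3 µM | Times: 10 min preincubation, 3 h with tracer, room temperature | Detection: Fluorescence polarization of the labelled Tn7 tracer | Controls: Aha-Tn7 high control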
HTRA1 inhibitor: inhibitors of human serine peptidase HTRA1; recombinant HTRA1, FP-rhodamine activity-based probe, fluorescence polarization; inhibition, % at 5.96 µM; 340,000 compounds, 0.5% hits; in the data active = inhibition above about 36%;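 also: 0% = enzyme with DMSO and 100% = wells lacking enzyme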
Target sequence (Q92743 whole entry, looked up): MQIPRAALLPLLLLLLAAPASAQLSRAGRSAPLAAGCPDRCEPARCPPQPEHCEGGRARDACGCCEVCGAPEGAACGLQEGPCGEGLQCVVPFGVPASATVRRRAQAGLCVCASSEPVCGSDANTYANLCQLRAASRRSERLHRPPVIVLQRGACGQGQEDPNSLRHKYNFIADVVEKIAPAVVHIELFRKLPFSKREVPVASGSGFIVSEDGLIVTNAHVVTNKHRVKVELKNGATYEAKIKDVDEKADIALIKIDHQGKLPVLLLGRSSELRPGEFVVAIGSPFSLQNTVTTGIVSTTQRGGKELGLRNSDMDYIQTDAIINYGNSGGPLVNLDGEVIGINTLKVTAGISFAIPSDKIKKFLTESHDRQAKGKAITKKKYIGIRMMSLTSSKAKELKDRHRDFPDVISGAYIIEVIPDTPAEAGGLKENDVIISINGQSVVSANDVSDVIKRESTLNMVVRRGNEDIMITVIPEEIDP
UHRF1 binding: blocks human UHRF1 binding to methylated DNA | Q96T88 | UHRF1 binding to methylated oligo, TR-FRET | inhibition, % at 4.4 µM | 370,000 compounds, 0.75% hits | AID 687016; in the data active = inhibition above about 21%;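 also: UHRF1 SRA domain binding a hemimethylated CpG hairpin DNA probe; 0% = median of test compound wells and 100% = reference inhibitor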
TCR-CD3 inh: human TCR-CD3 binding inhibition | 360,000 compounds, 0.37% hits | TAMRA-labeled TCR probe fluorescence, biochemical | inhibition, % at 9.4 µM; in the data active = inhibition above about 19%;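 also: recombinant mutant TCR 2C K166C tagged with TAMRA read by polarization; 0% = receptor in buffer alone and 100% = receptor with positive control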
ABHD4 inh: inhibitors of mouse ABHD4. 370,000 compounds, 0.54% hits. AID 720543. inhibition, % at 8.92 µM. Q8VD66. purified mABHD4, FP-Rh probe fluorescence polarization;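 active = inhibition exceeding the mean over every tested compound plus 3 SD, cut at about 30% in these data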;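 also: 0% = plate median of compound wells and 100% = S159A mutant with DMSO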
Target sequence (Q8VD66 whole entry, looked up): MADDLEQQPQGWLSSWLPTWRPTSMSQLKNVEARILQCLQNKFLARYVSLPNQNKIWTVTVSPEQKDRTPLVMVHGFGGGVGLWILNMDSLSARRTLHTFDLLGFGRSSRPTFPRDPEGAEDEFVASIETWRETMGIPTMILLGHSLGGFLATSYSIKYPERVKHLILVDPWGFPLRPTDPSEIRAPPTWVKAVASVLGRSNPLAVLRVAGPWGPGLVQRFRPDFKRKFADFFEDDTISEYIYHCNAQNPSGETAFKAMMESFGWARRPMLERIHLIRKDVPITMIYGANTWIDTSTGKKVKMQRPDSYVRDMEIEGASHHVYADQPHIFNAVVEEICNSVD
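Material: mouse ABHD4 enzyme, wild type; Benchmarks: S159A mutant high control, sample median low control; Buffer or medium: HEPES pH 7.0, NaCl, Pluronic buffer; Signal: fluorescence polarization; Read-out: percent inhibition of probe binding, normalized to plate controls; Timing: pre-incubation 45 min, probe exposure 60 min, at 25 °C; Dosing: 8.92 µM, single dose.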
TDP2 inh: blocks human TDP2 phosphodiesterase activity | recombinant TDP2, T5PNP hydrolysis, p-nitrophenol absorbance 415 nm | inhibition, % at 12.8 µM | 370,000 compounds, 0.34% hits;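 active = inhibition above the mean of all tested compounds plus 3 SD, set per campaign, cut at about 25% in these data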;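 also: 0% = DMSO with enzyme and 100% = buffer with substrate but no TDP2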
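Evaluation: % inhibition relative to enzyme-containing and enzyme-free wells. Material: recombinant human TDP2. Benchmarks: enzyme-free and DMSO wells. Timing: enzyme reaction with compound for 2 h at 37 °C. Compound dosing: 12.8 µM only. Measured by: p-Nitrophenol epi absorbance. Reagent: T5PNP substrate at 5 mM, a TopII-DNA adduct mimic. Replication: single well per compound.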
SIAE primary: human SIAE inhibition, primary screen; inhibition, % at 9.66 µM; AID 1053197; Q9HAT2; SIAE FP-Rh probe binding, fluorescence polarization; 370,000 compounds, 0.69% hits;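 active = inhibition above a cutoff: mean of compounds within the control limits plus 3 SD of those, cut at about 17% in these data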;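 also: 0% = plate median of compound wells and 100% = probe without SIAE protein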
PG9 Ab binder: PG9 antibody binding by small molecule. TR-FRET gp120-PG9 antibody binding. AID 624416. 360,000 compounds, 0.43% hits. inhibition, % at 6.7 µM; in the data active = inhibition above about 8.5%
LEDGF integ inh: blocks HIV-1 LEDGF/p75-dependent DNA integration. 370,000 compounds, 0.64% hits. TR-FRET IN-LEDGF/p75 DNA integration, Eu/Cy5. inhibition, % at 3.7 µM;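 active = inhibition above the screen-wide mean plus 3 SD, cut at about 13% in these data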;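 also: signal is the Cy5 over europium emission ratio at 671 and 618 nm; 0% = plate median of compound wells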
PRMT1 inh: inhibitors of human PRMT1; Q99873; recombinant PRMT1, activity-based probe fluorescence polarization; inhibition, % at 2.79 µM; 370,000 compounds, 1.3% hits; AID 652257;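 active = inhibition above about 21% made by adding two undisclosed values, limit read from the data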
* marks the source's active call; other numbers are inactive results; · = not tested or not shown; & = joins results of further samples.

structure	DDE Tn7 FP inh	HTRA1 inhibitor	UHRF1 binding	TCR-CD3 inh	ABHD4 inh	TDP2 inh	SIAE primary	PG9 Ab binder	LEDGF integ inh	PRMT1 inh
C/C=C/CSc1nc2c(c(=O)[nH]c(=O)n2C)n1Cc1ccc(C)cc1	6	-2	1	5	-4	1	-3	-0.1	-1	3
CC(=O)N1C(C)(C)CC(=NOS(=O)(=O)c2ccccc2)CC1(C)C	11	-11	-2	7	-1	9	-4	0.1	-1	-4
COc1ccccc1-c1cnc2c(c1)C(=O)N([C@@H](C)CO)C[C@H](C)[C@H](CN(C)C)O2	-2	-2	0	-8	-7	-17	-4	0.7	-2	1
CCCCn1c(N)c(N(CC)C(=O)c2ccc3c(c2)S(=O)(=O)c2ccccc2C3=O)c(=O)[nH]c1=O	-1	7	3	-1	8	-11	1	-5.4	-4	0
CCOC(=O)C1(Cc2cccc(Cl)c2)CCCN(CCO)C1 (centres undefined)	0	-4	-1	-3	-6	-10	-2	1.3	-6	3
CCc1ccccc1NC(=O)CCC(=O)OCC(=O)c1ccc(-c2ccccc2)cc1	10	-31	-4	7	-23	-3	-30	4.6	-1	-1
S=C(NCc1cccc(Cl)c1)NC1CCCCC1	-3	-16	-2	1	-12	3	-2	-3.2	0	1
Cc1nnc(SCC(=O)N(C)CC(=O)Nc2ccccc2Cl)s1	-3	3	-2	5	2	12	4	-2.7	-2	-2
CC(C)N(C(=O)c1ccccc1-c1ccccc1)C(C)C	-1	-8	-2	5	3	-6	7	2.9	4	-2
O=C(NC1CCCCCCC1)c1cc(F)c(F)cc1Cl	5	-3	0	3	-2	-15	-4	0.1	-4	-2
COc1cccc(-n2c(Cc3cc(=O)[nH]c(=O)[nH]3)nnc2SCc2cccnc2)c1	1	1	2	2	5	-4	4	-0.5	1	3
CCOC(=O)c1ccccc1NC(=O)Cc1ccccc1OC	-4	-23	2	-2	-2	4	0	2.5	2	5
O=C(NCc1ccco1)c1cc2nc(C3CC3)cc(C(F)(F)F)n2n1	-2	0	-2	-4	11	6	3	-0.3	1	-1
COc1ccc([C@@]2(C(C)C)ON(c3ccccc3C(F)(F)F)C2=O)cc1	8	-9	-2	13	-4	-5	0	-2.8	0	2
CC(=O)OC(C(=O)NCc1ccco1)c1ccncc1 (centres undefined)	-1	0	1	-4	-9	-3	-2	-1.8	-6	4

Next part
structure	DDE Tn7 FP inh	HTRA1 inhibitor	UHRF1 binding	TCR-CD3 inh	ABHD4 inh	TDP2 inh	SIAE primary	PG9 Ab binder	LEDGF integ inh	PRMT1 inh
COc1cc(C(C)=O)ccc1COc1ccc(C(=O)O)cc1OC	-11	5	-1	-4	-1	6	0	0.0	5	0
COc1ccc(N(C)S(=O)(=O)c2cccc(C(=O)OCC(=O)N3CC(C)CC(C)C3)c2)cc1 (centres undefined)	-5	-9	-1	-3	-4	1	-2	-1.7	0	0
Fc1cccc(Cc2noc(CN3CCN(c4cnccn4)CC3)n2)c1	-2	5	0	6	0	-6	-1	-0.6	5	-2
Cn1c(SCc2n[nH]c(=S)o2)nnc1-c1ccccc1	-5	5	0	-3	2	12	4	0.1	-5	3
Cc1cc(C)c2c(N)c(C(=O)C(C)(C)C)sc2n1	8	3	9	-6	5	3	3	-1.2	1	0
CCC(NC(=O)c1cc(COc2ccc(F)cc2Cl)on1)c1ccncc1 (centres undefined)	4	-3	4	-6	-11	-8	-3	-0.4	-2	5
CCOc1ccc(NS(=O)(=O)c2ccc(NS(=O)(=O)c3ccccc3)cc2)cc1	-2	-8	2	4	-24	-11	-6	-1.0	-3	-1
CCOC(=O)C1=C(CSc2nc(CC)c(C)cc2C#N)OC(N)=C(C#N)C1c1ccccc1 (centres undefined)	-14	-18	0	4	-24	-22	-3	-0.3	-1	28*
CCOC(=O)CSc1nc2sc(C)c(C)c2c(=O)[nH]1	7	2	0	0	-4	4	-3	-2.0	2	-1
Cc1cc2ncc(S(=O)(=O)C(C)(C)C)c(N)n2n1	0	7	1	1	0	-4	0	-0.3	-1	0
COc1ccc(Cc2nnc(NC(=O)Nc3ccccc3F)s2)cc1	8	1	1	2	-8	-9	-11	1.8	-1	-4
COC(=O)[C@@H](NC(=O)N1CCC(C)CC1)C(C)C	0	-1	-2	8	9	-5	-2	0.2	-2	-2
COc1ccc(CN(C(=O)CN2C(=O)c3ccccc3S2(=O)=O)C(C(=O)NCC2CCCO2)c2ccncc2)cc1 (centres undefined)	8	0	-1	3	-8	-6	-7	0.1	1	-4
CC(=O)N(/N=C/c1ccc([N+](=O)[O-])o1)c1nc2ccccc2c(=O)n1-c1ccccc1	9	-4	-2	0	-4	4	-4	-0.5	-2	2
C[N+]1(C2CCC3CCCC2C3O)CCCC1 (centres undefined)	-8	3	1	4	-13	3	7	-1.8	1	0

Looked up above:
C[N+]1(C2CCC3CCCC2C3O)CCCC1 (centres undefined) in TDP2 inh = 3
COC(=O)[C@@H](NC(=O)N1CCC(C)CC1)C(C)C in TCR-CD3 inh = 8

Continuation.
structure	DDE Tn7 FP inh	HTRA1 inhibitor	UHRF1 binding	TCR-CD3 inh	ABHD4 inh	TDP2 inh	SIAE primary	PG9 Ab binder	LEDGF integ inh	PRMT1 inh
CN(C)C(=O)Oc1cccc([N+](C)(C)C)c1	2&5	8&3	1&2	-2&0	-2&4	-6&3	2&-4	-0.4&-2.8	-1&2	2&6
Cn1cc(CNCc2ccc(-n3cccn3)cc2)c(-c2ccccc2F)n1	5	-1	5	-2	-3	-11	-3	1.9	-2	3
O=C(O)C1=CCC(c2ccc(Cl)c(Cl)c2)N(S(=O)(=O)c2ccc(F)cc2)C1c1cccc(F)c1 (centres undefined)	-7	·	4	6	-20	6	-8	-0.2	9	-2
COC(=O)c1ccc(-c2cc(C(=O)O)c3cc4c(cc3n2)OCCO4)cc1	-3	2	0	2	0	-3	-8	0.3	-5	2
CN1OC[C@@H]2CN[C@H](c3cccc(-c4ccccc4)c3)C[C@@H]21	-2	-1	-2	3	-1	8	2	-2.2	2	2
COc1cc(NC(=S)N2CCN(C)CC2)c(OC)cc1Cl	-3	-1	-4	7	2	-1	0	1.3	-1	11
CCOC(=O)C1CCCN(C/C(O)=C(\C#N)c2nc(-c3ccc(Cl)cc3)cs2)C1 (centres undefined)	5	3	-1	-3	5	4	5	0.5	-2	-2
C#CC(=O)N(c1ccc(OC)c(OC)c1)C(C(=O)NC1CCCC1)c1cccs1 (centres undefined)	-5	-6	-1	8	-1	2	2	2.5	2	-5
CC(=O)Nn1cc2c(c1-c1ccccc1)c(=O)n(C)c(=O)n2C	-1	3	1	2	2	3	1	0.7	-3	2
Cc1ccc(C(=O)Nc2ccc(NC(=O)c3cccs3)cc2)c(C)c1	3	-12	-1	4	4	15	-1	1.7	-4	3
O=C(Cc1ccccc1)N/N=C/C=C/c1cccc([N+](=O)[O-])c1	-1	-3	-3	2	10	2	1	-0.8	-1	-2
Cc1sc(-c2ccccn2)nc1OC(=O)c1ccc(Cl)c(Cl)c1	-6	1	5	-5	-6	-27	-5	-0.7	-2	-3
Cn1c(=O)c(NC(=O)c2ccccc2)c2n(c1=S)CCCCC2	7	2	-1	5	1	0	4	-1.0	-1	-2
CCCNC(=O)C(Cc1ccc(Cl)cc1)NC(=O)c1ccc(C#N)cc1 (centres undefined)	-5	1	5	5	11	2	0	0.0	1	-1
COCCNc1nc(Oc2ccc(Cl)c(Cl)c2)c2sccc2n1	-6	·	-1	1	-1	-11	-4	-0.7	1	-1

(list continues)
structure	DDE Tn7 FP inh	HTRA1 inhibitor	UHRF1 binding	TCR-CD3 inh	ABHD4 inh	TDP2 inh	SIAE primary	PG9 Ab binder	LEDGF integ inh	PRMT1 inh
CS(=O)(=O)Nc1cccc(NC(=O)C2Cc3c(-c4cccc(F)c4)ccnc3O2)c1 (centres undefined)	-3	·	1	-7	-3	-2	5	-0.7	-1	-2
COCCCN(C(=O)C1CCCCC1)c1c(N)n(Cc2ccccc2)c(=O)[nH]c1=O	3	0	3	1	-4	2	2	0.8	4	-2
CC(C)CN1C(=O)NC2(CCCc3ccccc32)C1=O (centres undefined)	0	5	3	9	-1	7	1	-2.6	1	-4
COc1ccc(S(=O)(=O)NCCNC(=O)N2CCOCC2)cc1	4	2	0	3	3	12	-4	-1.2	3	-3
COc1cc(=O)n(C)c2c(OCC3OC(C)(C)OC3(C)C)cccc12 (centres undefined)	3	-17	2	-8	-1	6	-3	-0.7	-3	1
O=C(NCC(=O)N1CC(O)CC1C(=O)N1CCCC1C(=O)OCc1ccccc1)OCc1ccccc1 (centres undefined)	-4	5	3	0	4	6	6	0.6	3	-4
CCCCCc1c(C)nc(N2CCc3ccccc3C2)[nH]c1=O	-2	-5	2	7	5	-9	1	-3.2	-1	1
CC(=O)Nc1ccc(S(=O)(=O)NCC(=O)OCC(=O)NCc2ccco2)cc1	-11	3	2	-6	-11	-6	-9	-2.7	8	6
COc1ccc2nc(NC(=O)C3CCCN(S(=O)(=O)c4c(C)noc4C)C3)sc2c1 (centres undefined)	5	-12	4	-9	3	12	-13	-1.4	-1	1
Cc1ccccc1C(=O)NC(=S)NCc1ccccc1	4	-6	-2	-12	-7	-3	-7	-1.1	-4	-1
Cc1c(S(=O)(=O)Nc2ccc3c(c2)OCCO3)c(=O)n(C)c(=O)n1C	-5	0	3	0	7	12	6	1.0	2	-1
CC1(C)CC(=O)C(C#N)=C(NCCCO)C1	1	8	3	-5	7	1	8	-0.8	-4	3
CCN(CC)CCCSc1nc2ccccc2s1	-1	5	0	3	6	7	5	-2.2	0	-1
O=C(NC1CC1)C1CCN(C2CCN(C(=O)/C=C/c3cccc(F)c3F)CC2)CC1	3	3	2	-4	-2	-12	-8	-0.7	-4	2
C/C(=N\Nc1nc(-c2ccccc2O)nc2ccccc12)c1ccccc1	-2	-11	1	-3	-9	-20	3	-2.5	6	-2

Remaining list, next part
structure	DDE Tn7 FP inh	HTRA1 inhibitor	UHRF1 binding	TCR-CD3 inh	ABHD4 inh	TDP2 inh	SIAE primary	PG9 Ab binder	LEDGF integ inh	PRMT1 inh
CS(=O)(=O)c1ccc(CNC(=O)C2(C(F)(F)F)CC(CCCO)CCCO2)cc1 (centres undefined)	-1	·	-1	3	0	-1	11	0.3	0	-1
COC(=O)c1c(C)oc2ccc(N(C(=O)Oc3ccccc3)S(=O)(=O)c3ccccc3)cc12	-6	-9	2	1	0	6	-4	-2.6	0	2
Cc1cc(NC(=O)C2CC(c3ccc(Cl)cc3)=NO2)no1 (centres undefined)	-2	3	3	-4	-8	-22	-3	0.1	0	-2
CN(C)CCCN(C(=O)CCOc1ccccc1)c1nc2c(F)cccc2s1	-7	1	-6	4	4	8	-1	-2.7	3	31*
Nc1nnc(SCC(=O)c2ccc3c(c2)NC(=O)CO3)s1	0	-3	-2	-5	1	-5	-5	-2.2	-2	6
